AHR act = activators of human aryl hydrocarbon receptor; activation, % at 5 µM; AHR-responsive luciferase reporter cells, luminescence; 320,000 tested, 2.5% active; P35869; in the data active = activation above about 47%;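 also: 0% = vehicle wells and 100% = reference agonist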
Target sequence (P35869 whole entry, looked up): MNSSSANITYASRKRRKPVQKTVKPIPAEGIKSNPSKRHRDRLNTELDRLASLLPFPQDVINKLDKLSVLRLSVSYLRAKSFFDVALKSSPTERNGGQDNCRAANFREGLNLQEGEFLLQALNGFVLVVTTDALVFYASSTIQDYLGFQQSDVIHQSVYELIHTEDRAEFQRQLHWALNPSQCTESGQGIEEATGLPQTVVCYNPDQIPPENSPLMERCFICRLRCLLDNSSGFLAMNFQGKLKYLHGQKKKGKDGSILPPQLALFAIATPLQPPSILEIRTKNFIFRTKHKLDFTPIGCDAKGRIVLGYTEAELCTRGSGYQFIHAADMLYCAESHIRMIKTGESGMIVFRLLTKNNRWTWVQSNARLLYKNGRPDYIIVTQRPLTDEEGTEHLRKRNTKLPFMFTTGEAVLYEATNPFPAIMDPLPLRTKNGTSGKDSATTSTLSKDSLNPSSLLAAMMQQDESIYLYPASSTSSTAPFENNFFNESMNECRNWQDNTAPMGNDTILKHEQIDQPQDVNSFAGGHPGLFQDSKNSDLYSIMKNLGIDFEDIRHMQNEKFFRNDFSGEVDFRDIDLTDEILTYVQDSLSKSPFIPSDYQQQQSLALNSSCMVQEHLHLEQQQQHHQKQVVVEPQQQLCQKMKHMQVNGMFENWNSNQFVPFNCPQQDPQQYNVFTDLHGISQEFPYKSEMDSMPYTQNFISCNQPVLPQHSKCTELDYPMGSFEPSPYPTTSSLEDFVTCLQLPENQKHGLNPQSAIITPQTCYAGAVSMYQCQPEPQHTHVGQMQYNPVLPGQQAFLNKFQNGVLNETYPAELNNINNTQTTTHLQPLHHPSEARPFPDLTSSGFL
MEP2 TOR yeast = modulators of TOR pathway MEP2-GFP in S. cerevisiae | S. cerevisiae MEP2-GFP strain, flow cytometry GFP, 3 h; 100% = DMSO control level | GFP response vs DMSO, % at 10 µM | 330,000 tested, 0.51% active | AID 2016;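 active = GFP response versus DMSO above a set limit, roughly screen mean plus 3 SD, cut at about 180% in these data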;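 also: median GFP fluorescence of the barcode-gated MEP2-GFP cells per well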
AGP1 TOR yeast = alters AGP1-GFP fluorescence in TOR pathway yeast screen; S. cerevisiae AGP1-GFP multiplex flow cytometry, 3 h; GFP as percent of DMSO wells; GFP response vs DMSO, % at 10 µM; 320,000 tested, 0.02% active;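 active = GFP response relative to DMSO above a set limit, near screen average plus 3 SD, cut at about 150% in these data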;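 also: median GFP channel fluorescence of the gated AGP1 strain per well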
RPL19A TOR yeast = modulators of TOR pathway RPL19A-GFP in S. cerevisiae; S. cerevisiae RPL19A-GFP strain, flow cytometry, 3 h; active compounds read low; percent response vs DMSO, % at 10 µM; 330,000 tested, 0.3% active; AID 2025;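 active = percent response vs DMSO below 50%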;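 also: median channel GFP fluorescence of the barcoded RPL19A-GFP strain; ratio of sample median GFP to plate DMSO average so 100% = DMSO; lower means less RPL19A-GFP as with rapamycin TOR inhibition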
Yeast superoxide = yeast age-related superoxide inhibition as caloric restriction mimetic | S. cerevisiae aged cells, superoxide DHE fluorescence; active compounds read low | superoxide response (% of plate mean), % at 10 µM | 330,000 tested, 0.18% active | AID 2690;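 active = superoxide response under a set limit, about three screen SD below normal, cut at about 65% in these data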;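 also: yeast aged for seven days with compound at 30 °C before DHE staining; 100% = average MFI of all compound-treated wells on the plate with controls excluded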
Efflux pump inh = antifungal efflux pump inhibition, Nile Red retention; 330,000 tested, 0.44% active; S. cerevisiae Candida pump triplex; inhibition, % at 10 µM;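 active = plate passing quality check with inhibition over a set limit, or well fluorescence over plate mean plus 4 SD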;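 also: Nile Red retained in pooled yeast measured as flow cytometry median fluorescence; 0% = buffer negative control and 100% = Enniatin B positive control; higher means more Nile Red kept so more efflux inhibition; some compounds called inactive have numbers as strong as hits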
LAP4 TOR yeast = modulators of TOR pathway LAP4-GFP in S. cerevisiae; S. cerevisiae LAP4-GFP multiplex, flow cytometry GFP, 3 h; median GFP as percent of DMSO wells; GFP response vs DMSO, % at 10 µM; 320,000 tested, 0.34% active; AID 2023;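 active = GFP response vs DMSO above a set limit, about the screen mean plus 3 SD, cut at about 150% in these data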
CIT2 TOR yeast = yeast TOR pathway CIT2-GFP modulation; 320,000 tested, 0.065% active; GFP response vs DMSO, % at 10 µM; S. cerevisiae CIT2-GFP strain, flow cytometry, 3 h; 100 means same as DMSO wells;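 active = GFP response relative to DMSO above a set limit, near the screen mean plus 3 SD, cut at about 150% in these data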;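 also: ratio of well median GFP fluorescence to mean of DMSO wells on the plate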
An asterisk follows results filed as active; x = not tested or not shown.

SMILES	AHR act	MEP2 TOR yeast	AGP1 TOR yeast	RPL19A TOR yeast	Yeast superoxide	Efflux pump inh	LAP4 TOR yeast	CIT2 TOR yeast
CCOC(=O)CN1CC23C=CC(O2)C(C(=O)NCCc2ccccc2)C3C1=O (stereo not drawn)	-1	116	106	106	102	-0.2	108	107
Cc1ccc(NC(=S)NN(C)c2nc(C)cnc2C)cc1	-1	100	100	101	103	9.6*	105	106
O=[N+]([O-])c1cccc(C2NCC(c3ccccc3Cl)c3c2[nH]c2ccccc32)c1 (stereo not drawn)	4	102	108	99	97	0.1	129	114
O=C(NC1CCCCC1)N1CCc2ccccc2C1	8	97	98	93	94	-0.1	109	95
O=C(NCCN=C1NS(=O)(=O)c2ccccc21)c1ccco1	-1	107	102	101	100	0.0	97	103
Cc1cc(OC(C)C)nc(-c2ccccc2O)n1	-1	104	99	104	88	0.0	106	99
Cc1ccc2nc(N(CCCN(C)C)C(=O)c3sc4ccccc4c3Cl)sc2c1	-2	93	94	95	100	0.1	96	92
CCN(Cc1ccccc1)C(=O)CCS(=O)(=O)c1cc2c(cc1Cl)NC(=O)CO2	0	91	90	90	121	0.0	94	86
O=C(CSc1ncnc2c1cnn2-c1ccccc1)NC1CCS(=O)(=O)C1 (stereo not drawn)	23	114	99	97	83	-0.1	101	95
CCOC(=O)N1CCN(c2cc(=O)n(-c3ccccc3Cl)c(=O)[nH]2)CC1	1	109	110	100	101	-0.1	105	99
Cn1c(CNC2CCCCC2)nc2ccccc21	19	97	101	102	102	0.1	92	98
O=C1CC(Sc2nnnn2C2CCCCC2)C(=O)N1c1ccccc1 (stereo not drawn)	0	95	90	116	108	-0.1	77	87
CCOC(=O)C1=C(C)NC2=C(C(=O)CC(C)(C)C2)C1c1ccc(N(C)C)cc1 (stereo not drawn)	-1	104	108	x	100	0.1	102	103
Cc1ccc(C2(C)CC(C)(C)N(C(=O)CSc3nnc(C)s3)c3ccccc32)cc1 (stereo not drawn)	-2	102	101	99	110	-2.7	98	105
Cc1ccc(-c2c(C)n([O-])c3c([n+]2=O)CCCC3)o1	2	95	98	100	107	-0.2	99	91
C/C(=N/NS(=O)(=O)c1ccc(C)cc1C)c1ccc2c(c1)OCO2	10	104	97	103	100	-0.1	109	95
O=S(=O)(c1cccc(-c2nc3ccccc3s2)c1)N1CCOCC1	3	106	105	98	99	-0.1	89	101
CCOc1ccc(/C=C/C2=CC(C)(C)NC(=S)N2)cc1	22	107	104	99	70	-0.1	111	103
Cc1ccc(C2=NN(CC(=O)NCc3ccccn3)C(=O)CC2)cc1	9	97	102	103	100	7.6*	90	108
CNC(=S)N/N=C(\C)c1cccc(C(F)(F)F)c1	2	102	94	95	117	-0.2	90	92
COc1ccc(-c2nnc(SCC(=O)c3ccc[nH]3)n2-c2ccccc2)cc1	5	111	112	111	95	0.0	111	107
Cc1cccc(NC(=S)NCC(c2cccnc2)N(C)C)c1C (stereo not drawn)	5	102	99	99	105	0.3	93	93
Cc1ccc(NC(=O)CCN2C(=O)c3ccccc3C2=O)c(C)c1	-5	102	110	103	97	-0.1	111	100
CC(Sc1nncs1)C(=O)Nc1ccc(Cl)cn1 (stereo not drawn)	1	107	98	104	119	0.7	94	103
CN1CCOCCOc2ccccc2OCCOCC1	-2	99	107	97	107	0.0	126	105
CCOC(=O)NC(Nc1cc(C)on1)(C(F)(F)F)C(F)(F)F	4	93	93	89	106	0.0	90	100
C=CCC[C@H](Cc1ccc(F)cc1)C(=O)OC[C@@H](C)NC(=O)[C@@H](CC=C)CC(=O)N[C@@H](CO)Cc1ccccc1	2	92	93	92	104	0.2	86	95
c1ccc2c(Cn3nnc4ccccc43)cccc2c1	-1	103	95	94	100	0.0	132	87
COc1ccccc1NC(=O)C(C)Sc1nnnn1C (stereo not drawn)	1	100	106	101	107	0.0	97	107
Cc1ccc(C(=O)CSc2cnc3ccccc3n2)cc1C	36	103	94	99	100	-0.1	92	101
C#CCNC(=O)C1=C[C@@H](c2ccc(C#C)cc2)C[C@@H](OCc2ccc(CO)cc2)O1	29	99	79	95	104	0.1	122	67
O=C(NCc1ccco1)C(c1ccco1)N(CCc1ccccc1)C(=O)Cn1nnc2ccccc21 (stereo not drawn)	2	105	100	105	102	0.1	108	111
Cc1ccc(-c2nonc2NC(=O)c2ccco2)cc1	0	116	93	105	153	0.0	90	106
OCCN1CCN(C(=S)NCCc2ccccc2)CC1	3	84	88	92	102	0.0	x	81
CCCCn1c(SCC(=O)Nc2cc(C)on2)nnc1-c1ccco1	-3	102	101	96	100	-0.1	98	99
COC(=O)N1[C@H](C)C=C[C@]1(Cc1ccccc1)C(=O)O	1	102	92	102	96	-0.2	129	99
OCCN1CCN(c2cc(C(F)(F)F)nc3ccccc23)CC1	-2	96	103	96	100	0.0	103	93
N#CC1(NC(=O)COC(=O)c2ccccc2[N+](=O)[O-])CCCCC1	-1	106	109	101	109	-0.1	113	98
CCOC(=O)N1CCC(N2C(=O)c3ccc(C(=O)Nc4ccc(F)cc4F)cc3C2=O)CC1	-1	107	106	106	93	-0.1	100	103
Cc1ccc(NC(=O)c2sc(N)nc2C)cc1	61*	115	98	104	92	-0.2	105	99
COc1ccc2cc(CCN3C(=O)c4ccccc4C3=O)c(=O)[nH]c2c1	-3	101	100	101	104	-0.3	93	88
O=C(CCl)Nc1ccccc1C(=O)NCc1ccccc1	3	101	96	103	102	0.0	94	102
CC(=O)c1cccc(NC(=O)C2C3C=CC(C3=C(c3ccccc3)c3ccccc3)C2C(=O)O)c1 (stereo not drawn)	6	100	93	102	100	0.3	98	91
O=C(CCc1nnc(CCCc2ccccc2)o1)N1CCCCCC1	3	104	110	105	96	0.1	100	88
COC(=O)CSC1=C(C#N)C(c2ccccc2F)CC(=O)N1 (stereo not drawn)	1	100	97	98	98	0.1	97	97
O=C(CCC(=O)N1CCN(c2ccccc2F)CC1)N1CCN(c2ccccc2)CC1	3	99	86	94	111	0.0	81	94
O=C(CN1C(=O)CCC1=O)Nc1nc(-c2cccs2)cs1	3	98	90	90	132	0.0	91	94
COC(=O)c1ccsc1NC(=O)CN1CCN(c2ccc(F)cc2)CC1	2	110	101	103	107	0.3	110	103
O=C(Nc1cccc(C(=O)NC2CC2)c1)c1ccc(Cl)c(S(=O)(=O)N2CCOCC2)c1	5	102	103	101	83	0.2	105	92
COc1ccccc1NC(=O)c1c(NC(=O)CCC(=O)O)sc2c1CCCCC2	41	97	99	97	123	-0.1	114	85
CC1(C)Cc2c(sc3nc(-c4cccs4)n(N)c(=O)c23)CO1	73*	103	96	92	133	0.4	113	89
COc1ccc(-n2c3c(cc(C(=O)Nc4ccc(C)cc4)c2=O)C(=O)CCC3)cc1	0	105	108	100	103	-0.1	97	103
CCN(Cc1ccccc1)C(=O)c1cccc(S(=O)(=O)N2CCN(Cc3ccccc3)CC2)c1	1	110	109	102	105	-0.1	110	103
CN(CC(=O)Nc1ccc(F)c(F)c1F)C(=O)C1COc2ccccc2O1 (stereo not drawn)	2	106	114	111	86	-0.2	116	112
COc1ccc(N/C(N)=N/c2nc(CSc3ccc(C)cc3)cc(=O)[nH]2)cc1	5	98	91	92	101	-0.1	93	87
O=C(O)COc1ccc(-c2nnn(CC(=O)O)n2)cc1	1	102	101	96	92	-0.3	104	94

The list continues.
SMILES	AHR act	MEP2 TOR yeast	AGP1 TOR yeast	RPL19A TOR yeast	Yeast superoxide	Efflux pump inh	LAP4 TOR yeast	CIT2 TOR yeast
Cc1ccc(S(=O)(=O)c2c(N)n(CCN3CCOCC3)c3nc4ccccc4nc23)cc1C	-1	108	106	113	107	0.0	104	105
COc1ccc(N2CC(C(=O)N3CCN(Cc4ccc5c(c4)OCO5)CC3)CC2=O)cc1 (stereo not drawn)	1	116	98	106	101	-0.3	102	111
CC(C)c1ccc(NC(=O)COC(=O)/C=C/c2cccc([N+](=O)[O-])c2)cc1	6	106	101	106	91	0.0	106	95
Cc1csc(NC(=O)CSc2nc3[nH]ncc3c(=O)[nH]2)n1	0	100	89	98	111	0.1	91	86
CC(C)NC(=O)COC(=O)c1ccccc1CSC1=NCCS1	0	106	104	101	115	0.0	108	94
CCOc1ccc(-n2c(SCc3cc(=O)oc4cc(C)ccc34)nnc2-c2cccnc2)cc1	1	101	103	100	94	0.0	100	95
CC(=O)c1c(C)[nH]c(C(=O)COC(=O)c2cc(S(=O)(=O)N(C)c3ccccc3)ccc2Cl)c1C	5	87	96	98	110	0.2	95	92
COc1ccccc1CN1C[C@@H]2C[C@@H](c3ccc(C)c(C)c3)N3CCC[C@@]23C1=O	0	97	96	93	96	0.1	103	79
O=C(Nc1ccc(S(=O)(=O)NCc2ccco2)cc1)c1ccncc1	10	100	101	100	106	0.0	95	99
O=C(NNC1=NCCC1)c1cccc(Br)c1	5	126	127	89	95	-0.1	174*	91
COc1cc(C(=O)N2CCC(C(=O)Nc3cccc(C(C)=O)c3)CC2)cc(OC)c1OC	1	109	103	101	105	0.0	101	103
CCOC(=O)[C@H]1[C@H]2COc3ccc(Cl)cc3[C@@H]2N2C(=O)CN(Cc3ccc(F)cc3)C(=O)[C@@]12C	3	101	106	104	86	0.3	103	104
O=C(Nc1cccc(S(=O)(=O)N2CCCC2)c1)c1ccc(Cl)nc1	7	93	98	100	110	-0.2	84	109
CCN1CCc2c(sc(NC(=O)c3ccc(S(=O)(=O)N4CCOCC4)cc3)c2C(N)=O)C1	5	96	102	101	101	0.0	89	113
COc1ccccc1NCC(=O)N/N=C(\C)c1cccs1	23	95	96	95	95	0.1	106	90
COc1ccc(CN(C)C(=O)Cn2cnc3c(SC)nc(N)nc32)cc1OC	0	91	94	92	99	-0.1	97	100

Compound profiles, from the list above.
COC(=O)c1ccsc1NC(=O)CN1CCN(c2ccc(F)cc2)CC1 as listed: AHR act = 2; MEP2 TOR yeast = 110; AGP1 TOR yeast = 101; RPL19A TOR yeast = 103; Yeast superoxide = 107; Efflux pump inh = 0.3; LAP4 TOR yeast = 110; CIT2 TOR yeast = 103
c1ccc2c(Cn3nnc4ccccc43)cccc2c1 as listed: AHR act = -1; MEP2 TOR yeast = 103; AGP1 TOR yeast = 95; RPL19A TOR yeast = 94; Yeast superoxide = 100; Efflux pump inh = 0.0; LAP4 TOR yeast = 132; CIT2 TOR yeast = 87

Following part:
SMILES	AHR act	MEP2 TOR yeast	AGP1 TOR yeast	RPL19A TOR yeast	Yeast superoxide	Efflux pump inh	LAP4 TOR yeast	CIT2 TOR yeast
COC(=O)c1ccncc1C(=O)Nc1ccc(OC)cc1	0	97	101	99	104	0.1	105	94
O=C(c1ccc(F)cc1)C1CCN(C(=O)c2ccccc2)CC1	-3	102	105	103	92	-0.1	93	104
CNC(=O)COc1coc(CN2CCN(c3ccc(F)cc3)CC2)cc1=O	0	97	100	97	92	-0.3	102	98
CCc1ccc(NC(=O)C(C)OC(=O)CCC(=O)c2cccs2)cc1 (stereo not drawn)	4	93	97	101	97	-0.2	104	94
COC(=O)CSC1=C(C#N)C(c2ccsc2)CC(=O)N1 (stereo not drawn)	5	98	95	96	102	0.1	98	90
O=C(CSc1nnc2ccccn12)Nc1ccc(S(=O)(=O)N2CCOCC2)cc1	2	103	98	102	101	0.0	100	98
Cc1ccc(CSc2nnc3c(n2)OC2(Nc4ccccc4-3)C(=O)Nc3ccc(F)cc32)cc1 (stereo not drawn)	2	95	99	95	118	-0.1	98	96
Cc1cc(C)nc(NC(=O)CSc2nc3cc(Cl)ccc3s2)n1	15	107	101	104	105	0.1	97	108

Source: PubChem BioAssay (several laboratories)
